Source: PubChem
TGFb inhibitor: qHTS for Inhibitors of TGF-b; HepG2 CAGA-GFP TGF-b/SMAD3 reporter, GFP fluorescence, 18 h; TGF-beta stimulated, 500 pg/mL final; Potency, µM (series often up to 46.1 µM), for inactives: at the top dose activity, negative = inhibition, actives largely listed as inhibitors; 410,000 tested, 1.2% active; note: potency is the fitted concentration of half-maximal effect; % is set by controls: 0 for no effect and ±100 for the full control effect; nearly all actives have a fitted effect of over 65% in size
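Smad-responsive CAGA-GFP expression was quantified in HEPG2 cells exposed to compounds and 500 pg/mL final TGF-beta for 18 h at 37 degrees C; unstimulated wells defined full inhibition.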
ATXN2 expr inh: Primary qHTS for Inhibitors of ATXN expression; HEK-293 ATXN2-luciferase reporter, luminescence, 24 h; Potency, µM (series often up to 57 µM), inactives show at the highest dose activity change, negative = inhibition, usual class: inhibitors; 360,000 tested, 0.72% active; AID 1745845, 2022; note: potency is the fitted concentration of half-maximal effect; % is set by controls: 0 for no effect and ±100 for the full control effect; nearly all actives have a fitted effect of over 55% in size
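qHTS (up to 57 uM final) was run with 24 h compound exposure of reporter cells at 37 °C. Each well was multiplexed: SteadyGlo luminescence measured ATXN2-luciferase expression after a fluorogenic Gly-Phe-AFC viability readout (25 uM final).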
ATXN viability: Viability Counterscreen for Primary qHTS for Inhibitors of ATXN expression; S2 cells (HEK-293 line with an ATXN2-luciferase reporter) viability, CellTiter-Fluor protease fluorescence, 24 h; Potency, µM (doses to about 56.7 µM), actives largely listed as cytotoxic; 400,000 tested, 0.49% active; AID 651635, 2014; note: potency is the fitted concentration of half-maximal effect; nearly all actives have a fitted effect of over 40% in size
HepG2 tox: qHTS for Inhibitors of TGF-b: Cytotox Counterscreen; HepG2 CAGA-GFP viability, ATP luminescence, 18 h; Potency, µM (highest dose often 46.1 µM), for the others: at the highest dose activity change, negative = cytotoxicity, most hits filed as cytotoxic; 410,000 tested, 0.76% active; AID 588856, 2011; note: potency is the fitted concentration of half-maximal effect; some results filed as inactive show a strong effect at the top dose
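CellTiter-Glo luminescence gave cytotoxicity after 18 hours at 37 degrees C. The cells were HepG2 CAGA-GFP in 1% FBS DMEM, stimulated with 500 pg/mL TGF-beta after compound addition. %Activity was normalised to no-cell wells (complete cell-killing) and DMSO (no toxicity), and curves were fitted and classified.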
EPAC2 ag: qHTS for Agonist of cAMP-regulated guanine nucleotide exchange factor 4 (EPAC2): primary screen | Potency, µM (series often up to 154 µM), for inactives: at the top dose activation, usual class: activators | Rap guanine nucleotide exchange factor 4 (Homo sapiens), Q8WZA2 | EPAC2 activation, biochemical qHTS; response scale: 100% = 6.5 mM cAMP response | 360,000 tested, 0.079% active; note: potency is the fitted concentration of half-maximal effect; nearly all actives have a fitted effect of over 50% in size
Target sequence (Q8WZA2 whole entry, looked up): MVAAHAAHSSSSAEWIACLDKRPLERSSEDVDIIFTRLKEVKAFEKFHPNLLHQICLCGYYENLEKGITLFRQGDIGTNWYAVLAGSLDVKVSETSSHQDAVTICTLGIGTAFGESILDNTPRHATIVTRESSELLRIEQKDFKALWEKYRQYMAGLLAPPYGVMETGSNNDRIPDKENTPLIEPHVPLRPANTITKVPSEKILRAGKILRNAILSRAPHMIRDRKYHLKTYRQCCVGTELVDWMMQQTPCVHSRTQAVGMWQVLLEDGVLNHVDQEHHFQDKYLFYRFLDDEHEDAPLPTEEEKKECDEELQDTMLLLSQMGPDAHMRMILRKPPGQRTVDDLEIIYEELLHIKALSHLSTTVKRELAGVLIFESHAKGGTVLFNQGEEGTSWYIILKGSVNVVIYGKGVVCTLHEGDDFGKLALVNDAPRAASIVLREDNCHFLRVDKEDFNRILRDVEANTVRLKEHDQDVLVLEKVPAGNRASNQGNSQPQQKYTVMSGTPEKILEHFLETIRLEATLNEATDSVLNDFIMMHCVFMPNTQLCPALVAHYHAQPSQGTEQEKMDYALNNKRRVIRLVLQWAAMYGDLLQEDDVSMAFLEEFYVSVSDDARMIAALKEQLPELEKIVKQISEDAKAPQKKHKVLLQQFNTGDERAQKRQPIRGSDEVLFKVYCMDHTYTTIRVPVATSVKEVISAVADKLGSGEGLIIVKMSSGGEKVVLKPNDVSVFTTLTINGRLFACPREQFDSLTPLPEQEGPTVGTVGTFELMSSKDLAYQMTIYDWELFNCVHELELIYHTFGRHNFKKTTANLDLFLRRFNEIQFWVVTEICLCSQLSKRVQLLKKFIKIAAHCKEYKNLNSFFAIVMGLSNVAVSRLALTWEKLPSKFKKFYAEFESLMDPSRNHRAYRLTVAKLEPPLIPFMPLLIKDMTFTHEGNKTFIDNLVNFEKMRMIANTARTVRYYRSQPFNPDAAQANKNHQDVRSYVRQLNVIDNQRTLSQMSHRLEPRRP
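Guanine nucleotide exchange by EPAC2 is measured as reduced fluorescence of BODIPY-GDP once it is released from 250 nM Rap1B. Plates are read kinetically for 30 min at room temperature; results are scaled to 6.5 mM cAMP.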
IL-2 act: qHTS of IL-2 Activators. activation, % (series mostly up to about 46 µM). IL-2 activation reporter assay, cell-based qHTS; stimulated with anti-CD3/CD4/CD28 beads; in transgenic mouse T cells. 360,000 tested, 0.065% active; in the data active = activation above about 50%; inconclusive = mostly about 30% to 49%; note: 0% is about no effect
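Readout: EGFP and DsRed signals by fluorescent plate cytometry. Unstimulated transgenic mouse T cells received compound 60 min before antibody-bead stimulation, then incubated 18 h at 37 degrees C.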
A549 tox: Nrf2 qHTS screen for inhibitors: counterscreen for cytotoxicity | A549 ARE-Fluc cells, CellTiter-Fluor viability, 18-24 h | Potency, µM (doses to about 46 µM), without a hit: at the top dose activity change, negative = cytotoxicity, hits mostly inhibitors | 390,000 tested, 0.16% active | AID 504648, 2011; note: potency is the fitted concentration of half-maximal effect; % is set by controls: 0 for no effect and ±100 for the full control effect
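A549 ARE-Fluc cells in 5% FBS OPTI-MEM, 5000 cells/well, rested 2 h then exposed to compounds in concentration-response for 18-24 h at 37 °C. Viability by CellTiter-Fluor fluorescence (Ex 405/Em 525) after 30 min; luciferase luminescence (BugLite, 15 min, RT) read afterwards.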
Nrf2 activator: qHTS of Nrf2 Activators. AREc32 ARE-luciferase reporter (MCF7-derived line), luminescence, 24 h. Potency, µM (highest dose often 46.1 µM), without a hit: at the highest dose activation, hits mostly activators. 410,000 tested, 0.31% active. AID 624171, 2012; note: potency is the fitted concentration of half-maximal effect; % of control where 0% means no effect; nearly all actives have a fitted effect of over 65% in size
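Each well held 1000 AREc32 cells, which were incubated with compound for 24 hr at 37 deg C after overnight attachment, and ARE reporter activity was quantified by firefly luciferase luminescence.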
Nrf2 block: Nrf2 qHTS screen for inhibitors; A549 ARE-Fluc reporter, luciferase luminescence, 18-24 h; Potency, µM (doses to about 46 µM), without a hit: at the highest dose activity change, negative = inhibition, hits mostly inhibitors; 360,000 tested, 2.1% active; AID 504444, 2011; note: potency is the fitted concentration of half-maximal effect; % is set by controls: 0 for no effect and ±100 for the full control effect; nearly all actives have a fitted effect of over 60% in size
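A549 ARE_Fluc cells, 5000/well, 5% FBS OPTI-MEM; compounds in dose-response, 18-24 h at 37 °C/5% CO2; CellTiter-Fluor viability read (Ex 405/Em 525), then BugLite luciferase luminescence = Nrf2 activity.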
* marks the source's active call; other numbers are inactive results; [ ] = remark or other dose. Unless noted, calls come from the whole dose curve; as a rule, active = well fitted curve in the direction sought with a large enough effect; inconclusive = small, poorly fitted or top-dose-only effect, or another doubt; inactive = no such curve, though single readings can be large; an effect the other way counts as inactive or inconclusive.

CC(C)(C)NC(=O)C1c2ccccc2OCC(=O)N1Cc1ccc2c(c1)OCO2 (stereo not given) was read as ATXN2 expr inh 14%, ATXN viability inactive, EPAC2 ag 11%, IL-2 act -0.5 and Nrf2 activator 0.2%.
Screening CC1(C(=O)NS(=O)(=O)c2ccc(Cl)cc2)CCN1C(=O)Cc1cccc2ccccc12 (stereo not given) returned TGFb inhibitor 0%, ATXN2 expr inh -11%, ATXN viability inactive, HepG2 tox 6%, EPAC2 ag -4%, IL-2 act 0.2 and Nrf2 activator -0.8%.
Screening Cc1ccc(C(=O)NNC(=O)Cc2cccs2)cc1 returned TGFb inhibitor 6%, ATXN2 expr inh 25%, ATXN viability inconclusive, HepG2 tox -7%, EPAC2 ag -5%, IL-2 act -0.2, A549 tox -4%, Nrf2 activator 0.1% and Nrf2 block inconclusive.
For CC(C)(C)SC(=O)C[C@@H]1NS(=O)(=O)OC2CCCCC21 (stereo not given in full) the results were TGFb inhibitor -4%, ATXN2 expr inh -12%, ATXN viability inactive, HepG2 tox -17%, EPAC2 ag 13%, IL-2 act -2.1, A549 tox -3%, Nrf2 activator 4.6% and Nrf2 block 12%.
`O=C(NCC1CCCO1)C(=O)NCC1CCCN1S(=O)(=O)c1ccccc1` (stereo not given) gave TGFb inhibitor -8%, ATXN2 expr inh 0%, ATXN viability inactive, HepG2 tox -1%, EPAC2 ag 4%, IL-2 act -3.6, A549 tox -10%, Nrf2 activator 0.4% and Nrf2 block -7%.
Cc1ccc(N2CC(C(=O)N/N=C/c3cccc([N+](=O)[O-])c3)CC2=O)cc1 (stereo not given) was read as TGFb inhibitor -24%, ATXN2 expr inh -5%, ATXN viability inconclusive, HepG2 tox 0%, EPAC2 ag 2%, IL-2 act -0.3, A549 tox -4%, Nrf2 activator 5.8% and Nrf2 block 0%.
`C/C(=N/NC(=O)CNC(=O)c1ccccc1F)c1ccc2c(c1)CCCC2` gave TGFb inhibitor 11%, ATXN2 expr inh -29%[11.3 µM], ATXN viability inactive, HepG2 tox 3%, EPAC2 ag -12%, IL-2 act -0.8, A549 tox 5%, Nrf2 activator 4.1% and Nrf2 block 18%.
For COc1ccc(Cl)cc1NC(=O)COC(=O)/C=C/c1c(C)nn(C2CCS(=O)(=O)C2)c1Cl (stereo not given) the results were TGFb inhibitor -2%, ATXN2 expr inh 6%, ATXN viability inactive, HepG2 tox -4%, EPAC2 ag 2%, IL-2 act -0.5, A549 tox 3%, Nrf2 activator 2.7% and Nrf2 block 17%.
CCN(CC)C(=O)c1cccc(NC(=O)c2ccc3c(=O)n4c(nc3c2)CCC4)c1 was read as TGFb inhibitor 0%, ATXN2 expr inh 6%, ATXN viability inactive, HepG2 tox 3%, EPAC2 ag 6%, IL-2 act 1.0, A549 tox 1%, Nrf2 activator 0.2% and Nrf2 block 3%.
Cc1ccc(C(C)NC(=O)Cn2nc(C)c([N+](=O)[O-])c2C)cc1 (stereo not given) was read as TGFb inhibitor -5%, ATXN2 expr inh -4%, ATXN viability inconclusive, HepG2 tox 0%, EPAC2 ag 11%, IL-2 act -0.3, A549 tox -5%, Nrf2 activator 0.2% and Nrf2 block -10%.

Next section, overlapping the part above by 2 compounds.
CCN(CC)C(=O)c1cccc(NC(=O)c2ccc3c(=O)n4c(nc3c2)CCC4)c1 was read as TGFb inhibitor 0%, ATXN2 expr inh 6%, ATXN viability inactive, HepG2 tox 3%, EPAC2 ag 6%, IL-2 act 1.0, A549 tox 1%, Nrf2 activator 0.2% and Nrf2 block 3%.
Cc1ccc(C(C)NC(=O)Cn2nc(C)c([N+](=O)[O-])c2C)cc1 (stereo not given) was read as TGFb inhibitor -5%, ATXN2 expr inh -4%, ATXN viability inconclusive, HepG2 tox 0%, EPAC2 ag 11%, IL-2 act -0.3, A549 tox -5%, Nrf2 activator 0.2% and Nrf2 block -10%.
`COc1ccccc1C(C)NS(=O)(=O)c1ccc(Cl)nc1` (stereo not given) gave TGFb inhibitor 14%, ATXN2 expr inh 2%, ATXN viability inactive, HepG2 tox 46%, EPAC2 ag 3%, IL-2 act 0.1, A549 tox 4%, Nrf2 activator 0.1% and Nrf2 block 1%.
`COC(=O)N1C(=O)[C@](c2ccc(Cl)cc2)(C(C)C)N1C(=O)OC` gave TGFb inhibitor inconclusive, ATXN2 expr inh inconclusive, ATXN viability 32µM*, HepG2 tox 16µM*, EPAC2 ag 1%, IL-2 act -0.8, A549 tox 3%, Nrf2 activator inconclusive and Nrf2 block inconclusive.
`CCN(CC)Cc1c(-c2ccccc2)[nH]c2ccc(C)cc2c1=O` gave TGFb inhibitor 9%, ATXN2 expr inh -11%, ATXN viability inactive, HepG2 tox -23%, EPAC2 ag 0%, IL-2 act -2.1, A549 tox -17%, Nrf2 activator -0.5% and Nrf2 block 9%.
For Cc1ccc2oc(-c3ccc(C)c(NC(=O)Cc4cccs4)c3)nc2c1 the results were TGFb inhibitor -1%, ATXN2 expr inh 31%, ATXN viability inactive, HepG2 tox 2%, EPAC2 ag 3%, IL-2 act -2.2, A549 tox -5%, Nrf2 activator 0.6% and Nrf2 block inconclusive.
Screening CC(C)[C@@H]1CN=C(N)N1C[C@@H]1CCCN1C[C@H](C)N1C[C@@H](Cc2ccccc2)N(CCc2ccc(Cl)c(Cl)c2)C1=N returned TGFb inhibitor 5%, ATXN2 expr inh -3%, ATXN viability inactive, HepG2 tox -16%, EPAC2 ag 9%, IL-2 act 1.6, A549 tox 8%, Nrf2 activator -0.4% and Nrf2 block -3%.
Screening O=C(c1ccc(NS(=O)(=O)c2cccc([N+](=O)[O-])c2)cc1)N1CCCCCC1 returned TGFb inhibitor -19%, ATXN2 expr inh -24%, ATXN viability inactive, HepG2 tox -10%, EPAC2 ag 10%, IL-2 act -3.2, A549 tox 1%, Nrf2 activator -1.0% and Nrf2 block inconclusive.
CC(=O)c1cccc(NC(=O)c2sc(-n3nc(C)c(CCC(C)C)c3C)nc2C)c1 was read as TGFb inhibitor 23%, ATXN2 expr inh 12%, ATXN viability inactive, HepG2 tox 7%, A549 tox 11%, Nrf2 activator 0.3% and Nrf2 block 27%.
O=C(N/C(=C\c1ccccc1)C(=O)N1CCOCC1)c1ccccc1Cl was read as TGFb inhibitor 10%, ATXN2 expr inh 5%, ATXN viability inactive, HepG2 tox 8%, EPAC2 ag 0%, IL-2 act -0.9, A549 tox 0%, Nrf2 activator -0.3% and Nrf2 block -6%.
Screening Cc1ccc(CNC(=O)C2CC(=O)N(C3CCCCCC3)C2)cc1 (stereo not given) returned TGFb inhibitor 14%, ATXN2 expr inh -4%, ATXN viability inactive, HepG2 tox -20%, EPAC2 ag -5%, IL-2 act -1.7, A549 tox -11%, Nrf2 activator 0.0% and Nrf2 block 0%.
Screening O=C(O)/C=C/C(=O)Nc1ccc(N2CCOCC2)nc1N1CCOCC1 returned TGFb inhibitor 14%, ATXN2 expr inh -6%, ATXN viability inactive, HepG2 tox -53%, EPAC2 ag 2%, IL-2 act -0.4, A549 tox -1%, Nrf2 activator -0.2% and Nrf2 block -18%.
CC1(C)C[C@H](O)[C@]2(CO)CC[C@]3(C)C(=CCC4[C@@]5(C)CC[C@H](O)C(C)(C)C5CC[C@]43C)[C@@H]2C1 (stereo not given in full) was read as TGFb inhibitor -3%, ATXN2 expr inh -1%, ATXN viability inactive, HepG2 tox -20%, EPAC2 ag -1%, IL-2 act 1.1, A549 tox 3%, Nrf2 activator 0.4% and Nrf2 block 1%.
Screening Cc1cc(O)c(CN2CCN(c3ccc(F)cc3)CC2)c2oc(=O)cc(C)c12 returned TGFb inhibitor inconclusive, HepG2 tox 0%, A549 tox 29%, Nrf2 activator 3.5% and Nrf2 block -4%.
`O=C(NCCCN1CCN(c2cccc(Cl)c2)CC1)Nc1ccccc1C(F)(F)F` gave TGFb inhibitor inconclusive, ATXN2 expr inh -17%, ATXN viability inactive, HepG2 tox -62%, A549 tox -9%, Nrf2 activator 0.0% and Nrf2 block 10%.
Screening COc1cccc(COC(=O)Cc2ccc(S(=O)(=O)N3CCOCC3)s2)c1OC returned TGFb inhibitor -4%, ATXN2 expr inh -3%, ATXN viability inactive, HepG2 tox -2%, EPAC2 ag 15%, IL-2 act -0.6, A549 tox 1%, Nrf2 activator -0.6% and Nrf2 block -2%.
Screening CC(=O)c1ccc(NC(=O)C(C)Nc2ccc(Cl)cc2)cc1 (stereo not given) returned TGFb inhibitor -3%, ATXN2 expr inh 3%, ATXN viability inactive, HepG2 tox -14%, EPAC2 ag 5%, IL-2 act -0.2, A549 tox 9%, Nrf2 activator -0.1% and Nrf2 block 0%.
Screening CSc1nc(C)c(CCOC(=O)c2ccccc2)c(=O)[nH]1 returned TGFb inhibitor -3%, ATXN2 expr inh 35%[activator], ATXN viability inactive, HepG2 tox 6%, EPAC2 ag 0%, IL-2 act -2.3, A549 tox -1%, Nrf2 activator -0.2% and Nrf2 block 9%.
Screening COc1ccccc1N(CC(=O)NC(C)(C)C)S(=O)(=O)c1cccs1 returned TGFb inhibitor 0%, ATXN2 expr inh -11%, ATXN viability inactive, HepG2 tox 29%, EPAC2 ag 6%, IL-2 act 0.0, A549 tox 1%, Nrf2 activator 0.1% and Nrf2 block 4%.
COc1ccc(CNC(=O)C2(C)Cc3c(-c4cccc(NC(C)=O)c4)ccnc3O2)cc1OC (stereo not given) was read as TGFb inhibitor 20%, ATXN2 expr inh -8%, ATXN viability inactive, HepG2 tox -10%, EPAC2 ag 13%, IL-2 act -0.6 and Nrf2 activator 4.1%.
